Bioassay records from PubChem.
KOR beta-arrestin-1: KOR antagonists, beta-arrestin recruitment, cell-based, luminescence, uHTS (AID 1778); 0.091% of 290,000 active; Kappa-type opioid receptor (Homo sapiens); KOR beta-arrestin recruitment, luminescence, antagonist mode; higher % means a stronger effect; inhibition, % at 10 µM; hits with a dose series show IC50 in µM; in the data active = inhibition above about 50%; note: strong numbers were not always called active
NTR1 agonist: agonists of NTR1, primary screen, imaging, U2OS cells, beta-arrestin-GFP, high content (AID 493036) | NTR1-U2OS beta-arrestin-GFP spot imaging, agonist mode | 0.17% of 330,000 active | Neurotensin receptor type 1 (Homo sapiens), P30989 | activation, % at 20 µM;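 active = activation at or above 40% of the spot to cytoplasm intensity ratio, with at least 20 cells analyzed; inconclusive = wells under 20 cells, flagged as cytotoxic or low count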;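 note: 0% = DMSO without peptide and 100% = 100 nM NTR1 peptide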
Target sequence (P30989 whole entry, looked up): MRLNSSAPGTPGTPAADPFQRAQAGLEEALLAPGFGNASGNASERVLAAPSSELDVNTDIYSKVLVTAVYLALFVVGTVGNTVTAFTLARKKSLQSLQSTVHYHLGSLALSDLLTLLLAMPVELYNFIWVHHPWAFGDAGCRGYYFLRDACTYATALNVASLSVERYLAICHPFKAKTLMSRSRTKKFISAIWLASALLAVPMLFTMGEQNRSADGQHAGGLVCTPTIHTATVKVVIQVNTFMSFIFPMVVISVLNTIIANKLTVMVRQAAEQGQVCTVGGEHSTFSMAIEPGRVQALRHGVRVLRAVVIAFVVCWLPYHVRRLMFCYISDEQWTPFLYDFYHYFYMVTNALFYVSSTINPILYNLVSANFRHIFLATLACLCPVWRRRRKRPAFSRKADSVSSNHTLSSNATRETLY
West Nile antiviral: West Nile virus antiviral activity, cell-based, CPE readout (AID 1621); 0.02% of 290,000 active; West Nile virus-infected cells, CPE inhibition; higher % means a stronger effect; one-dose CPE inhibition, % at 10 µM; IC50 in µM for titrated hits; in the data active = a potency from the dose series; inconclusive = CPE inhibition mostly from about 3.7% at the one dose, without a potency; inactive = the rest, 99 in 100 with CPE inhibition below about 2.2%; note: strong numbers were not always called active
GPR55 activation: GPR55 agonists via beta-arrestin recruitment, primary screen, imaging, U2OS cells, beta-arrestin-GFP redistribution (AID 1961) | G-protein coupled receptor 55 (Homo sapiens) | U2OS GPR55 beta-arrestin-GFP redistribution imaging; higher % means a stronger effect | activation, % at 10 µM, or EC50 in µM where a hit was titrated | 0.048% of 290,000 active;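 active = activation above 40% with more than 50 cells counted in the well; inconclusive = wells holding fewer than 50 cells, flagged as toxic or sparse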;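 note: U2OS osteosarcoma cells stably expressing GPR55 and beta-arrestin-GFP; plate controls were DMSO negative control for no effect and LPI positive control for full effect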
KOR beta-arrestin-2: KOR agonists, beta-arrestin recruitment, primary screen, cell-based, luminescence, uHTS (AID 1777). Kappa-type opioid receptor (Homo sapiens). KOR beta-arrestin recruitment, luminescence; higher % means a stronger effect. activation, % at 10 µM, or EC50 in µM where a hit was titrated. 0.02% of 280,000 active; in the data active = activation above about 50%, passing the limit was not always enough; note: a part of the inactive calls stands beside numbers as strong as those of hits
T cell HTS: modulators of CD8 T cell-vesicle binding, primary screen, mouse 2C CD8+ T cells, flow cytometry | 2C CD8+ T cell-vesicle binding; stronger effect = lower value | calls only at 7 µM | 0.068% of 330,000 active | AID 2052, 2009;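 active = response, share of CD8 T cells binding vesicles, and their 90th percentile fluorescence all below set limits, cut at about 80% in these data, passing the limit was not always enough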
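Incubation: binding step 1.5 h, 37 °C, antibody labelling 20 min, ice; system: murine 2C transgenic CD8+ T lymphocytes; technique: cytometric PE anti-B7-1 and Alexa647 anti-CD8 signals after 1% paraformaldehyde fixation; also added: QL9-charged Drosophila Ld/ICAM-1/B7-1 vesicles; control set: naked versus QL9-loaded vesicles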
GPR35 arrestin U2OS: GPR35 antagonists blocking zaprinast-driven arrestin recruitment, primary screen, imaging, U2OS, beta-arrestin-GFP, zaprinast agonist (AID 2058); 0.052% of 290,000 active; U2OS GPR35 beta-arrestin-GFP translocation imaging, zaprinast antagonism; higher % means a stronger effect; inhibition, % at 10 µM; hits with a dose series show IC50 in µM; G-protein coupled receptor 35 (Homo sapiens);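 active = inhibition of at least 50% with at least 30 cells and total cytoplasm GFP at most 10,000,000; inconclusive = under 30 cells or total GFP of 10,000,000 plus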
GPR55 antagonists: GPR55 antagonists blocking LPI-driven arrestin recruitment, primary screen, imaging, U2OS, beta-arrestin-GFP, LPI agonist (AID 2013) | one-dose inhibition, % at 10 µM; IC50 in µM for titrated hits | U2OS GPR55 beta-arrestin-GFP translocation imaging, LPI antagonism; higher % means a stronger effect | 0.13% of 290,000 active | G-protein coupled receptor 55 (Homo sapiens);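 active = spots per cell inhibited over 60%, with over 100 cells counted and total cytoplasm intensity under 500,000; inconclusive = wells with under 100 cells, flagged as likely toxic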;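 note: U2OS cells stably carrying GPR55 and arrestin-GFP stimulated by 5 µM LPI near EC80; imaged beta-arrestin-GFP aggregate spots per cell after agonist stimulation; plate controls were LPI-stimulated DMSO wells for no effect and DMSO wells without LPI for full effect; some results filed as inactive read as strong as hits; confirmed hits need IC50 under 10 µM and bright autofluorescent wells are also inconclusive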
PhoP inhibition: inhibitors of PhoP regulon expression, primary screen, Salmonella Typhimurium, GFP reporter (AID 1863). S. Typhimurium PhoP-regulated promoter GFP reporter, 4 h; higher % means a stronger effect. 0.16% of 300,000 active. one-dose inhibition, % at 50 µM; IC50 in µM for titrated hits;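 active = inhibition over 29.93%, a cutoff 3 SD above the screen mean, later confirmed by dose response; inconclusive = inhibition over 29.93% but no dose response follow-up; inactive = inhibition at most 29.93% or unconfirmed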;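 note: 0% = low Mg2+ inducing control and 100% = high Mg2+ repressing control; strong numbers were not always called active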
T cell HTS vesicle-bound %: also measured in T cell HTS; calls as there; double positive events, %; measured here: CD8+ vesicle-bound cell fraction;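 binding gate set so that unloaded-vesicle control wells show 10% double positive cells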
NTR1 agonist cell count 20 µM: recorded beside NTR1 agonist, whose call it bears; cell count; measured here: cell count, cytotoxicity flag
Active calls of the source: *; i = inactive; u = inconclusive; x = not tested or not shown; [ ] = dose if it differs, or a comment. An unsorted share of the library; about 0.62% have a hit in one of these screens.

SMILES | KOR beta-arrestin-1 | NTR1 agonist | NTR1 agonist cell count 20 µM | West Nile antiviral | GPR55 activation | KOR beta-arrestin-2 | T cell HTS | T cell HTS vesicle-bound % | GPR35 arrestin U2OS | GPR55 antagonists | PhoP inhibition
CC(C)(C)c1ccc(-n2ncc3c2CCCC3NC(=O)CCN2CCCCC2=O)cc1 (centres undefined) | -22% | 1.6 | 61 | -1.6% | -0.2% | 6.7% | i | 14 | -14% | -10% | -3%
CCC(C)(C)n1nnnc1C(c1ccc(C)cc1)N(Cc1ccco1)Cc1cccs1 (centres undefined) | -1% | 3.7 | 57 | 0.7% | 0.0% | 2.4% | i | 49 | -7% | 27% | -2%
Cc1nc2cc(C(=O)N3c4ccccc4CC3C)ccc2s1 (centres undefined) | -44%[20 µM] | 1.0 | 65 | -1.9% | -0.1% | x | i | 55 | 11% | -6% | -1%
O=C(CN1C(=O)c2ccccc2S1(=O)=O)NC1CCCC1 | 7% | 1.2 | 63 | 0.4% | -0.3% | -4.4% | i | 28 | 17% | -12% | 10%
CC(C)OC(=O)CSc1nnc(Cc2ccccc2)n1C | 0% | -1.2 | 52 | 0.0% | 0.3% | 6.5% | i | 29 | 3% | -6% | 1%
CCc1cccc(CC)c1N(COC)C(=O)Cn1c(CO)nc2ccccc21 | x | -0.3 | 67 | -0.4% | 0.2% | x | i | 57 | 16% | 8% | 11%
O=C(NCc1ccc(F)cc1)C1CCCN1C(=O)Nc1ccccc1 (centres undefined) | 7% | 0.3 | 68 | 0.1% | -0.1% | -3.1% | i | 47 | -1% | 3% | 14%
Cc1ccc(NC(=O)C(C)N=C2NS(=O)(=O)c3ccccc32)cc1 (centres undefined) | -24% | 0.0 | 58 | -0.7% | -0.4% | -3.1% | i | 59 | -15% | 5% | 5%
Cc1cccc(C(=O)NCCN2CCCC2)c1 | -19% | 4.4 | 88 | 0.5% | 0.0% | -2.5% | i | 33 | 5% | 9% | -9%
COc1ccc(C(CNC(=O)Cc2ccccc2F)N2CCCCC2)cc1 (centres undefined) | -30% | 0.3 | 35 | x | 0.2% | 0.4% | i | 28 | 5% | 2% | 5%
O=C(CSc1ccc(-c2ccco2)nn1)N1CCCC1 | -5% | -1.8 | 66 | 0.8% | 0.0% | 1.2% | i | 38 | 5% | -1% | 2%
COC(=O)c1ccc(N2NC(=O)/C(=C/c3ccc(-c4ccc(Cl)c(C(=O)O)c4)o3)C2=O)cc1 | -19%[20 µM] | -1.3 | 81 | -0.2% | 0.0% | -11% | x | x | -12% | 15% | -2%
COc1cc2c(cc1OC)C(c1ccccc1F)OC(=O)C2 (centres undefined) | 18% | -1.8 | 79 | 0.1% | -0.2% | 2.4% | i | 62 | 6% | -3% | -16%
CCCCC(CCC(=O)O)(C(=O)OCC)c1csc(Nc2ccc(C)cc2)n1 (centres undefined) | -60%[20 µM] | 1.0 | 53 | 2.0% | 0.3% | x | i | 52 | 11% | 14% | -1%
Cc1cc(C)c(C)c(S(=O)(=O)ON2C(=O)c3ccccc3C2=O)c1C | -3% | 14 | 43 | -0.1% | 0.3% | 2.2% | i | 27 | 18% | 24% | -15%
CCOC(=O)c1cc2c(=O)n3cccc(C)c3nc2n(CCOC)c1=NC(C)=O | -22% | 2.4 | 40 | 0.1% | 0.5% | 0.7% | i | 25 | 1% | 7% | -13%
O=C(N/N=C/c1cccc2ccccc12)c1ccncc1 | -45%[20 µM] | 1.8 | 64 | 0.8% | -0.1% | 2.7% | i | 36 | 4% | -9% | -2%
CCCCCCCSc1nc(N)cc(=O)[nH]1 | -15% | 0.8 | 67 | x | -0.1% | 1.6% | i | 48 | -9% | 2% | -3%
CCOC(=O)CN1N=C(/C=C/c2ccc(C)cc2)CCC1=O | -6% | 0.9 | 63 | 0.0% | 1.1% | 4.4% | i | 56 | 7% | 10% | 3%
Nc1cccc(S(=O)(=O)c2ccc(N)c(N)c2)c1 | 18% | 0.3 | 67 | -0.1% | -0.3% | -3.6% | i | 38 | 8% | -3% | -6%
O=C(Nc1cccc(S(=O)(=O)N2CCCCC2)c1)c1cnccn1 | 30% | 1.9 | 51 | -0.2% | 0.6% | 2.5% | i | 48 | 1% | -4% | 0%
Cc1nnc(NC(=O)CCSc2ccc(Cl)cc2)s1 | -46%[20 µM] | 0.2 | 92 | 0.2% | -0.1% | 1.8% | i | 34 | -2% | 1% | -2%
O=C(NCc1cccnc1)C1CCN(S(=O)(=O)N2CCC3(CC2)OCCO3)CC1 | -1% | 0.5 | 40 | 0.4% | -0.2% | -0.9% | i | 39 | 10% | 33% | -4%
COc1ccc(N(C)S(=O)(=O)c2cccc(C(=O)NCc3ccc4c(c3)OCO4)c2)cc1 | 1% | -1.2 | 35 | -0.5% | 0.2% | -2.0% | i | 52 | -12% | 5% | -5%
CC1CCCC(NC(=O)CN(C)S(=O)(=O)c2cccc3cccnc23)C1C (centres undefined) | 24% | 3.1 | 57 | 0.0% | 0.2% | -3.3% | i | 42 | 6% | 10% | 2%
The list continues:
SMILES | KOR beta-arrestin-1 | NTR1 agonist | NTR1 agonist cell count 20 µM | West Nile antiviral | GPR55 activation | KOR beta-arrestin-2 | T cell HTS | T cell HTS vesicle-bound % | GPR35 arrestin U2OS | GPR55 antagonists | PhoP inhibition
Cc1cccc(NC(=O)c2cc(Cl)ccc2[N+](=O)[O-])c1 | -6% | -1.9 | 45 | 2.6% | 0.3% | -2.4% | i | 41 | -8% | 13% | -9%
Cc1ccc(Cn2c(=N)n(CC(=O)c3ccccc3)c3ccccc32)cc1 | -154%[20 µM] | 1.3 | 88 | -1.6% | 1.1% | x | i | 53 | -2% | 5% | 6%
CC1(C)Cc2c(sc3c2c(=N)n(Cc2ccco2)c(=O)n3Cc2ccccc2)CO1 | 42% | 3.7 | 65 | 0.6% | -0.1% | -0.9% | i | 1 | 1% | 9% | 13%
Oc1ccc(C23CC4CC(CC(C4)C2)C3)cc1O | -9% | x | x | -1.0% | 0.4% | -5.7% | i | 44 | -3% | -7% | 9%
CCN(CC)CC(C)OC(=O)c1ccccc1Cl (centres undefined) | -16% | -0.7 | 58 | 1.4% | -0.4% | -2.3% | i | 43 | -4% | -4% | 7%
Cc1cc(C)c2oc(C(=O)Nc3ccc(S(=O)(=O)N4CCC(C)CC4)cc3)cc(=O)c2c1 | x | 1.2 | 86 | 2.0% | 0.0% | 7.3% | i | 59 | -7% | 5% | 5%
Cc1cc(C)cc(COc2ccc3c(C)c(CC(=O)O)c(=O)oc3c2C)c1 | -5% | -1.9 | 96 | -0.4% | -0.1% | -6.5% | i | 47 | 8% | 12% | -2%
CSC(=S)NCc1cccnc1 | -21% | -2.1 | 44 | 2.6% | 0.8% | -7.9% | i | 59 | -12% | 5% | 6%
COC(=O)c1ccc(/C=C2/SC(=S)N(CCC(=O)N3CCOCC3)C2=O)cc1 | 3% | 1.4 | 53 | u | -0.1% | 2.2% | i | 42 | 18% | 7% | 3%
COc1cccc(/C=N/NC(=O)CNC(=O)C2COc3ccccc3O2)c1O (centres undefined) | 10% | x | x | -0.6% | 0.0% | 3.2% | x | x | 5% | 14% | 6%
O=c1cnnc(N/N=C/C2CC=CCC2)[nH]1 (centres undefined) | -25% | 0.2 | 81 | x | 0.5% | -0.1% | i | 38 | -22% | -9% | 4%
COc1ccc2c(c1)c1ncn(Cc3ccco3)c(=O)c1n2C | -15% | 3.8 | 88 | 0.5% | -0.1% | 5.9% | i | 35 | -3% | -17% | -7%
C=CCSc1nnc(-c2nnc(SCC=C)n2-c2ccccc2)n1-c1ccccc1 | 28% | 1.6 | 79 | -0.8% | -0.1% | -0.3% | i | 48 | 19% | 4% | 3%
COc1ccc2nc(/C=N/NC(=O)CCNC(=O)OC(C)(C)C)ccc2c1 | -14% | -0.2 | 63 | 0.1% | -0.3% | 1.0% | i | 29 | 3% | -5% | 9%
CCOP(=O)(OCC)C(NC(C)=O)C(=O)c1ccccc1 (centres undefined) | 5% | -2.1 | 27 | -0.3% | -0.4% | -0.8% | i | 34 | -2% | -15% | -11%
O=C(Nc1ccc(C(=O)NCCCN2CCCCC2)cc1)C1=CSCCO1 | -8% | 0.3 | 67 | 0.0% | 0.0% | 0.9% | i | 34 | 17% | -4% | -2%
Cc1cc(C)c(-c2c(O)c3c(n(C)c2=O)CC(C)(C)CC3=O)c(C)c1 | 10% | 0.3 | 64 | -0.2% | -0.3% | 0.5% | i | 29 | 7% | 4% | 23%
Cc1cc(C)c2oc(C(=O)N(Cc3ccccc3)c3ccccn3)cc(=O)c2c1 | -18% | 2.0 | 52 | -0.7% | 0.2% | 7.3% | i | 40 | 2% | -15% | -8%
Cc1ccc(CSCC(N)C(=O)O)cc1 (centres undefined) | 30% | 2.8 | 53 | 0.0% | 0.4% | -1.4% | i | 19 | 2% | 6% | -2%
Cc1ccc(Cn2ncc3c(N4CCCC4)ncnc32)cc1 | 13% | 0.9 | 33 | -0.1% | 0.0% | -1.9% | i | 18 | -8% | 54% | 2%
Cc1nc(Nc2ccccc2F)c2nnn(Cc3ccccc3Cl)c2n1 | -2% | 7.8 | 77 | -0.7% | -0.2% | 0.2% | i | 56 | -4% | 6% | -3%
CCCCn1c(SCC(=O)NCc2ccco2)nnc1-c1ccoc1C | -9% | 0.3 | 61 | 1.1% | -0.1% | -7.4% | i | 22 | 4% | 8% | -4%
CC(=O)c1ccc(Nc2cc(C)nc3ccccc23)cc1 | 2% | 0.9 | 56 | -0.8% | -0.6% | 1.4% | i | 52 | -6% | -2% | 7%
CCOC(=O)N1CCN(Cc2nnc(-c3ccccc3C)o2)CC1 | 40% | -0.3 | 95 | -0.3% | 0.3% | -5.1% | i | 34 | -3% | 0% | 15%
CC(=O)c1ccc(NC(=O)CCNS(=O)(=O)c2cc(Br)cnc2N)cc1 | -18% | 1.3 | 71 | 0.8% | 0.0% | 1.1% | i | 12 | -2% | 13% | -8%
